# UDG counter: blocks uracil-DNA glycosylase in AID counter-screen; 0.14% of 91,000 active; FRET deamination/UDG coupled assay, UDG read, 4 h; AID 1347430; Potency, µM (series often up to 115 µM), inactives show top-dose activity change, negative = inhibition, usual class: inhibitors; note: nearly all actives have a fitted effect of over 65% in size
# AID inhibitor: inhibitors of human activation induced cytidine deaminase; Q9GZX7; AID deamination FRET fluorescence, UDG-coupled, 4 h; Potency, µM (highest dose often 115 µM), for the others: top-dose activity change, negative = inhibition, hits mostly inhibitors; 0.32% of 91,000 active; note: nearly all actives have a fitted effect of over 25% in size
# Target sequence (Q9GZX7 whole entry, looked up): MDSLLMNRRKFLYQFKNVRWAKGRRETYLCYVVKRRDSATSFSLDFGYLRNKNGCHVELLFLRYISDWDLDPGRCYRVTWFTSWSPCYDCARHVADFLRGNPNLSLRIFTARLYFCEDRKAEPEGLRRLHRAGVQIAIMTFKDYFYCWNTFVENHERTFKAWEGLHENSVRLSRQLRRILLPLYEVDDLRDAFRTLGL
# An asterisk follows results filed as active; ? = inconclusive; & = joins results of further samples; [ ] = remark or other dose. Calls come from the whole dose curve; as a rule, active = well fitted curve in the direction sought with a large enough effect; inconclusive = small, poorly fitted or top-dose-only effect, or another doubt; inactive = no such curve, though single readings can be large; an effect the other way counts as inactive or inconclusive. % is set by controls: 0 for no effect and ±100 for the full control effect; potency is the fitted concentration of half-maximal effect. Not all compounds are listed; the hit share may differ from the screen's.
# Order of values – UDG counter, AID inhibitor
> CCC(=O)Oc1ccc(C2Nc3ccccc3-c3nnc(SC)nc3O2)cc1 (configuration not stated)
  -9%, -11%
> COc1ccc(OC)c(NC(=O)c2cc(-c3ccc(Cl)s3)nc3ccccc23)c1
  -6%, 5%
> CCSc1nnc(-c2nn(C)c3c2CN(S(=O)(=O)c2ccc(C(C)=O)cc2)CC3)n1CC
  0%, ?
> Cc1ccc2oc(-c3cccc(F)c3)cc(=O)c2c1
  -1%, -10%
> CC(=O)Nc1ccc(NS(=O)(=O)c2ccc3c(c2)CCCN3C(C)=O)cc1
  -11%, 20%
> COc1ccc(C(=O)NC(NC(C)C)C(Cl)(Cl)Cl)cc1 (configuration not stated)
  4%, 4%
> COc1ccc(CNC(=O)c2cc(=O)c3ccccc3o2)cc1
  -1%, 1%
> CC(C)Cc1cnc2c(c1SCC(=O)NC(C)C)c(=O)n(C)c(=O)n2C
  -15%, ?
> COc1ccc(CCNC(=O)NCc2noc3ccc(C)cc23)c(OC)c1
  -2%&-1%, 5%&-16%
> O=C(Cn1c(-c2cscn2)nc2ccccc21)Nc1ccccc1N1CCCC1=O
  -6%, 19%
> Cc1ccc(NC(=O)C(C)C)c(Br)c1
  -1%, -2%
> CCc1ccc(CNC(=O)CCN2C(=O)COc3ccccc32)cc1
  -1%, -2%
> Cc1ccc(-c2[nH]c3c(c2-c2c(-n4cccc4)n(C)c(=O)[nH]c2=O)c(=O)[nH]c(=O)n3C)cc1
  -7%, 10%
> CN(C)CCOC(=O)C12CCC3CC(CC(C3)C1)C2
  -3%, -2%
> O=C(c1ccccc1)c1ccc2nc(Nc3ccccc3Cl)c3nncn3c2c1
  -8%, 8%
> CCN(CC)C(=O)c1ccc(NS(=O)(=O)c2cccs2)cc1
  -5%, 1%
> COc1ccc(CCC(=O)NCc2ccc3c(c2)CCN3C(=O)c2ccccc2)cc1
  47%[activator], 8%
> CSc1ccc(CN2CCCCCC2c2sccc2C)cc1 (configuration not stated)
  -3%, 0%
> Cc1cc2oc(=O)cc(CN(C)C(C)C3CC3)c2cc1C(C)C (configuration not stated)
  -3%, -9%
> Cc1ccc(NC(=O)Cn2c(=O)n(Cc3ccco3)c(=O)c3ccccc32)c(C)c1
  -5%, 19%
> CC1CCC(NC(=O)C(Cc2c[nH]c3ccccc23)NC(=O)c2ccccc2Cl)CC1 (configuration not stated)
  2%, 2%
> CCOC(=O)c1sc2ncn(CC(=O)Nc3cccc(C)c3)c(=O)c2c1C
  -6%, 11%
> CC(C)n1ncc2c(C(=O)Nc3ccc(Br)cc3F)c3c(nc21)CCC3
  -2%, 5%
> CC(C)CCn1nc(C(=O)OCC(=O)c2ccc3c(c2)NC(=O)CO3)c2ccccc2c1=O
  2%, 9%
> CCc1ccc(CC)c(C(=O)Cn2cnc3c2c(=O)n(C)c(=O)n3C)c1
  -14%, 16%
> Cc1ccc(Cn2c(SCC(=O)NCc3ccccc3)nc3ccsc3c2=O)cc1
  0%, 16%
> Cc1ccc(-c2nc3ccccc3s2)cc1S(=O)(=O)N1CCCCC1
  -24%, -17%
> C(=C\c1ccccc1)/C=N/n1c2ccccc2c2ccccc21
  2%, 0%
> CCC(C)(C)NC(=O)CSc1nnc(N2CCCC2)n1-c1ccc(C)cc1
  -5%, 3%
> Cc1occc(=O)c1OC(=O)c1cccs1
  -7%, -15%
> CCC(C)C(NC(=O)c1ccccc1)C(=O)NOCc1ccccc1 (configuration not stated)
  -17%, -14%
> O=C(OCc1cccc(Cl)c1)c1ccc(N2CCOCC2)nc1
  -7%, -8%
> Cc1cc(C)c2c(=O)cc(CSc3nnc(COc4ccccc4C)n3C)[nH]c2c1
  -19%[57.5 µM], -24%
> Cc1nc2nc(N(Cc3cccc(C#N)c3)S(=O)(=O)c3ccccc3)nn2c(C)c1Cl
  -24%, ?
> COc1ccc(Cn2c(CCC(=O)Nc3ccc(Br)c(C)c3)nc3cccnc32)cc1
  -30%, -13%
> CCc1nc2cccnc2n1-c1ccc(CC(=O)Nc2ccc(C)cc2)cc1
  -6%, -18%
> N#Cc1nc(COc2ccc(Br)cc2)oc1NCc1ccncc1
  5%, 19%
> COc1ccccc1C(=O)Nc1ccc(OCc2cc(=O)n3cccc(C)c3n2)cc1
  9%, -2%
> Cc1ccc(-n2nc3ccc(NC(=O)c4oc5ccccc5c4C)cc3n2)cc1
  2%, 54%[activator]
> Cc1ccc(-n2nc(C)c(C(=O)O)c2-n2cccc2)cc1
  -14%, -8%
> Nc1c(S(=O)(=O)O)cc(Nc2ccc(Nc3nc(Cl)nc(Nc4ccc(S(=O)(=O)O)cc4)n3)c(S(=O)(=O)O)c2)c2c1C(=O)c1ccccc1C2=O
  -19%, 22µM*
> Cc1cc(N2CCN(C)CC2)nc2ccc(NC(=O)Nc3ccc(F)cc3F)cc12
  13%, 10%
> Cn1c(=O)c2c(nc(SCC(=O)Nc3ccc(F)c(F)c3)n2Cc2ccccc2F)n(C)c1=O
  ?, -1%
> CCOC(=O)c1cccc(NC(=O)CSc2cc(=O)n(C)c3ccccc23)c1
  -24%, -3%
> CC(C)(C)c1ccc(OCc2cc(=O)n3c4c(sc3n2)CCCC4)cc1
  4%, 8%
> CCCCn1c(-c2csnn2)nc2c1c(=O)[nH]c(=O)n2CCCC
  3%, -5%
> Cc1cc2oc(C(=O)N(Cc3ccco3)Cc3ccccc3Cl)c(C)c2cc1C
  -18%, ?
> CCCCCC(=O)N1CCN(CCNc2cc(=O)oc3ccccc23)CC1
  7%, 4%
> CCN(CC)S(=O)(=O)c1ccc2c(c1)c(=O)c(C(=O)NCCc1ccc(OC)c(OC)c1)cn2C
  -6%, -26%
> CCOc1ccc(C2(c3cccc(Br)c3)CCCCC2)cc1
  10%, -2%
> Cc1c(Cl)cccc1NC(=O)CSc1nc(=O)[nH]c2c1CCC2
  0%, ?
> C#CC1(O)CCC2C3CCC4=CC(=O)CCC4C3CCC21C (configuration not stated)
  -14%, -22%
> COC(=O)/C=C/C(=O)c1ccc(OC)cc1
  -11%, -21%
> CCOC(=O)C1C(=O)C=C(c2cccs2)CC1c1ccc(CC)cc1 (configuration not stated)
  -2%, -18%
> Cc1ccc2nc(CSc3ncnc4ccccc34)cn2c1
  1%, 3%
> Cc1ccc(S(=O)(=O)c2cn(C)c3cc(N4CCCC(C)C4)c(F)cc3c2=O)c(C)c1 (configuration not stated)
  -17%, ?
> Nc1c(C(=O)Nc2ccccc2Cl)c2ccccn2c1C(=O)c1ccc(Cl)cc1
  23%, 5%
> Fc1ccc(OCc2nc3ccccc3n2C(F)F)c(F)c1
  -2%, 1%
> CC(=O)N1CCc2cc(CNS(=O)(=O)c3ccccc3C(F)(F)F)ccc21
  4%[57.5 µM], 18%
> CC(C)C(CNC(=O)c1n[nH]c(=O)c2ccccc12)N1CCOCC1 (configuration not stated)
  -4%, -4%

# (list continues)
# Order of values – UDG counter, AID inhibitor
> CC(C)c1ccc(COc2ccc(Cl)cc2C(N)=O)cc1
  8%, -8%
> CC1(C)CCC(N)c2ccccc21 (configuration not stated)
  0%, -1%
> COc1ccc(CCNC(=O)C(=O)NCC(c2ccc3c(c2)OCO3)N2CCOCC2)cc1 (configuration not stated)
  1%, -7%
> COc1ccccc1Oc1c(C)oc2cc(OCC(=O)O)ccc2c1=O
  1%, 3%
> CCOc1ccc(S(=O)(=O)c2cn(C)c3ccccc3c2=O)cc1
  -6%, 11%
> Cc1cccc(NC(=O)c2ccc3oc(=O)c(S(=O)(=O)c4ccc(F)cc4)cc3c2)c1C
  9%, 11%
> Cc1ccc2nc(Nc3ccccc3C)cc(C)c2c1
  -6%, 8%
> COC(=O)c1ccccc1NC(=O)Cn1c(=O)n(CCC(=O)NCc2ccccc2OC)c(=O)c2ccccc21
  -5%, -1%
> CC(C)Cn1nc(C(=O)Nc2ccc(Br)cc2F)c2ccccc2c1=O
  -5%, -11%
> CCOc1cc(C=O)cc(Cl)c1OC
  10%, -5%
> O=C(O)/C=C/c1cc(Br)c(OCc2ccccc2Cl)c(Br)c1
  -7%, ?
> C/C(=N\NC(=O)C1CC1)c1cccc(N)c1
  4%, 8%
> Cc1cc(C)c2c(=O)cc(C(=O)Nc3sc4c(c3C(=O)NCC3CCCO3)CCCC4)oc2c1 (configuration not stated)
  -11%[57.5 µM], -15%
> COc1ccc(C(C)=O)c(OCc2ccccc2C#N)c1
  -2%, -12%
> CCCCCOc1cc(OCCCCC)c2c(-c3ccccc3)cc(=O)oc2c1
  -5%, -6%
> COc1cc2ccccc2cc1C(=O)Nc1ccc(Cl)c(-c2nc3ccccc3o2)c1
  -13%[57.5 µM], -25%[57.5 µM]
> O=C(Nc1cccc(NC(=O)C2CCCCC2)c1)C1CCCCC1
  -13%, -1%
> O=C(c1cc2ccc3cccnc3c2[nH]1)N1CCN(c2ccc(Cl)cc2)CC1
  -5%, -23%
> CCOc1ccc(-c2cc3nc(C4CCN(C(=O)OC(C)(C)C)CC4)c(C(=O)Nc4cccc(CC)c4)cn3n2)cc1
  -17%, 22%
> CC(C)(C)C1CCC(OC(=O)c2c(F)cccc2Cl)CC1 (configuration not stated)
  -11%, 3%

# Structures from the list above containing a tert-butyl group, in the order listed:
# Order of values – UDG counter, AID inhibitor
> CC(C)(C)c1ccc(OCc2cc(=O)n3c4c(sc3n2)CCCC4)cc1
  4%, 8%
> CCOc1ccc(-c2cc3nc(C4CCN(C(=O)OC(C)(C)C)CC4)c(C(=O)Nc4cccc(CC)c4)cn3n2)cc1
  -17%, 22%
> CC(C)(C)C1CCC(OC(=O)c2c(F)cccc2Cl)CC1 (configuration not stated)
  -11%, 3%

# Continuation:
# Order of values – UDG counter, AID inhibitor
> C=CC[N+](C)(C)CC#Cc1ccccc1
  4%, 3%
> CC1CCC[C@]2(CCc3cc4c5c(c(=O)oc4cc3O2)CCCC5)C1 (some centres not stated)
  -8%, -9%
> COc1cc(OC)cc(-c2nc3nc(C)c(CCC(=O)Nc4ccccc4)c(C)n3n2)c1
  -6%, -12%
> N=C(N)SC12CC3CC(CC(C3)C1)C2
  -8%, -4%
> CCn1cnc2c1c(=O)n(CC(=O)NCC1(c3ccccc3)CCCC1)c(=O)n2Cc1ccccc1
  -9%, -2%
> COc1ccc(S(=O)(=O)NCCc2csc(-c3ccc(F)cc3)n2)cc1
  ?, 222%[activator]
> O=S(=O)(NCc1ccc(N2CCOCC2)nc1)c1ccc(Cl)c(Cl)c1
  -3%, 0%
> Cc1nn(C(=O)c2ccccc2F)c(C)c1S(=O)(=O)N1CCOCC1
  2%, 2%
> O=C(N1CCN(C/C=C/c2ccccc2)CC1)C(F)(F)F
  -5%, -13%
> CCc1nn2c(=O)cc(CNc3cccc(C(=O)NC4CC4)c3)nc2s1
  -7%, 37%[activator]
> Clc1ccc(CSc2nc(NCCc3ccccc3)c3ccccc3n2)cc1
  11%[57.5 µM], 6%
> O=c1[nH]c2ccc(NCc3ccc(-c4ccc(F)cc4)o3)cc2[nH]1
  3%, 1%
> CCN(CC)c1ccc(C(=O)NCc2ccc3c(c2)CCN3C(=O)c2ccc(F)cc2)cc1
  -13%, 33%[activator]
> COC(=O)c1c(C)[nH]c(C(=O)CSc2nnc(C)s2)c1C
  4%, 4%
> C=CCn1c(SCC(=O)OCc2ccccc2)nc2c1c(=O)n(C)c(=O)n2C
  7%, -5%
> CN(C)C(CNC(=O)C1CC=CCC1)c1ccsc1 (configuration not stated)
  0%, -15%
> O=C(Cc1ccc(-c2ccccc2)cc1)NCCS(=O)(=O)N1CCN(c2ccc(F)cc2)CC1
  -3%, -17%
> COc1cccc2cc(-c3nc4ccccc4[nH]3)c(=O)oc12
  -6%, -1%
> COc1ccc(NC(=O)c2oc3ccc(S(=O)(=O)N4CCCCC4)cc3c2C)cc1
  -5%, -7%
> CN(Cc1ccc(F)cc1)S(=O)(=O)c1nnc(NC(=O)c2ccccc2Cl)s1
  5%, ?

# Records listed above shown as hits in AID inhibitor:
SMILES	AID inhibitor
Nc1c(S(=O)(=O)O)cc(Nc2ccc(Nc3nc(Cl)nc(Nc4ccc(S(=O)(=O)O)cc4)n3)c(S(=O)(=O)O)c2)c2c1C(=O)c1ccccc1C2=O	22µM*

# Remaining list, next part:
# Order of values – UDG counter, AID inhibitor
> CCOC(=O)C(C)NC(=O)c1c2c(nc3ccccc13)C(=O)N(C1CCCCC1)C2 (configuration not stated)
  48%[activator], 21%
> O=C(Cn1c(=O)oc2cc(S(=O)(=O)N3CCCCC3)ccc21)Nc1cccc(Cl)c1
  33%[activator], 11%
> Cc1cc(C)cc(-n2nnnc2SCCCn2c(=O)c3c(ncn3C)n(C)c2=O)c1
  2%, ?
> Cc1cc(C)c(Cn2cnc3nc4c(cc3c2=O)CCCC4)c(C)c1
  -10%, -5%
> COc1cccc(NC(=O)Cn2nnc(C(=O)NCc3cccs3)c2N)c1
  -4%, 10%
> CCCCCCCCCCCCc1ccc(-c2ccc(CCCCC)cn2)cc1
  -2%, 5%
> Cc1c(CCC(=O)N2CCOCC2)c(=O)oc2c(C)c(O)ccc12
  5%, -3%
> C#CCN(CC(=O)C(C)(C)C)C(C)(C)C
  4%, -3%
> COc1cc(CNCc2ccco2)ccc1OCc1ccccc1C
  4%, -5%
> CC1CN(C(=O)Cn2cnc3c2c(=O)n(C)c(=O)n3C)CCO1 (configuration not stated)
  7%, 0%
> Cc1ccc2c(CNC3CCC(C)CC3)c(C(=O)O)n(Cc3cccc(F)c3)c2c1 (configuration not stated)
  -5%[57.5 µM], -24%
> S=C(NCc1ccccc1)NC1CC1
  6%, 7%
> O=C(NCCc1ccccc1)c1ccc(CS(=O)(=O)c2ccc(Br)cc2)o1
  -14%, -6%
> Cc1ccc(NCC(=O)N2CCN(S(C)(=O)=O)CC2)cc1F
  5%, 3%
> COC(=O)c1ccc2oc(=O)c(S(=O)(=O)c3ccc(OC)cc3)cc2c1
  5%, -3%
> CC1CCCN(c2ncnc3c2nc2n3CCCCC2)C1 (configuration not stated)
  12%, 5%

# Screening data as filed in PubChem BioAssay.
